15-hLO-2 inh = 15-hLO-2 (ALOX15B) enzyme inhibition; O15296; purified 15hLO-2, xylenol orange hydroperoxide absorbance; Potency, µM (series often up to 57.1 µM), without a hit: at the highest dose activity change, negative = inhibition, most hits filed as inhibitors; hit rate 0.56% among 110,000; AID 881; note: potency is the fitted concentration of half-maximal effect; nearly all actives have a fitted effect of over 60% in size; many of its hits are not listed in these tables
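Read-out: hydroperoxide product oxidises ferrous iron, measured as xylenol orange complex via the 573-to-405 nm absorbance ratio after 30 min. Reaction: 50 nM enzyme, 15 min compound preincubation, 45 uM arachidonic acid, 90 min RT, Hepes pH 7.5 with Triton X-100.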
IMPase cell inh = IMPase inhibition in cells. CHO-M1 cells, IP1 accumulation, HTRF TR-FRET ratio. 120,000 tested, under 10 active. P97697. inhibition (IP1 accumulation), % at 46.1 µM; active = well fitted curve in the direction sought with a large enough effect in the signal ratio, not every such curve was filed as active; inconclusive = small, poorly fitted or top-dose-only effect, or a change in a side signal; inactive = no such curve, though single readings can be large or run the other way; the % refers to the signal ratio;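 note: cells stimulated with carbachol in lithium chloride buffer; plate controls were DMSO basal wells for no effect and reference inhibitor wells for full effect; higher means more IMPase inhibition seen as more IP1 and lower FRET ratio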
Target sequence (P97697 whole entry, looked up): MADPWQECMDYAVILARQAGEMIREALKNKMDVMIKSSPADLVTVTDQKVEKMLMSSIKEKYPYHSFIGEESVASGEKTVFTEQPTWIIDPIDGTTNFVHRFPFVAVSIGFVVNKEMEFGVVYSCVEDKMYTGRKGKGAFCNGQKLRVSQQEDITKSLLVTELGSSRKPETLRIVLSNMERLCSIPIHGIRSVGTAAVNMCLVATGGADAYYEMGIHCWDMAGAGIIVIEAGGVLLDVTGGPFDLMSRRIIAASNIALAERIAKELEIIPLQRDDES
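In this qHTS, compounds (final up to 46 uM) act on CHO-M1 cells that are then activated through the M1 receptor with carbachol, in pH 7.4 buffer containing 50 mM LiCl, for 30 min. IP1 accumulation is quantified by the IP-One immunoassay.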
PNC inhibitor = inhibitors of perinucleolar compartment assembly | hit rate 3.1% among 140,000 | AID 2417 | activity change (PNC), negative = inhibition, % at 10 µM | PC3M PTB-GFP, PNC prevalence imaging, 16 h; hits give low values;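 active = readout at or below -70, meaning at least 70% loss of cells showing the perinucleolar compartment, a nuclear body marking cancer cells; inconclusive = readout between -30 and a set limit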;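 note: plate controls were DMSO wells for no effect and camptothecin positive control wells for full effect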
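Compounds are pinned in duplicate onto adhered PC3M cells stably expressing GFP-tagged PTB and incubated 16 h at 37 C. Cells are then fixed, nuclei stained with Hoechst, and PNC-positive cells counted.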
ALOX12 inhib = blocks human 12-lipoxygenase activity | hit rate 0.12% among 150,000 | purified 12-hLO, xylenol orange hydroperoxide absorbance | Potency, µM (top dose mostly 57.1 µM), inactives show top-dose activity change, negative = inhibition, actives largely listed as inhibitors; note: potency is the fitted concentration of half-maximal effect; nearly all actives have a fitted effect of over 55% in size; many of its hits are not listed in these tables
Target sequence (P18054 whole entry, looked up): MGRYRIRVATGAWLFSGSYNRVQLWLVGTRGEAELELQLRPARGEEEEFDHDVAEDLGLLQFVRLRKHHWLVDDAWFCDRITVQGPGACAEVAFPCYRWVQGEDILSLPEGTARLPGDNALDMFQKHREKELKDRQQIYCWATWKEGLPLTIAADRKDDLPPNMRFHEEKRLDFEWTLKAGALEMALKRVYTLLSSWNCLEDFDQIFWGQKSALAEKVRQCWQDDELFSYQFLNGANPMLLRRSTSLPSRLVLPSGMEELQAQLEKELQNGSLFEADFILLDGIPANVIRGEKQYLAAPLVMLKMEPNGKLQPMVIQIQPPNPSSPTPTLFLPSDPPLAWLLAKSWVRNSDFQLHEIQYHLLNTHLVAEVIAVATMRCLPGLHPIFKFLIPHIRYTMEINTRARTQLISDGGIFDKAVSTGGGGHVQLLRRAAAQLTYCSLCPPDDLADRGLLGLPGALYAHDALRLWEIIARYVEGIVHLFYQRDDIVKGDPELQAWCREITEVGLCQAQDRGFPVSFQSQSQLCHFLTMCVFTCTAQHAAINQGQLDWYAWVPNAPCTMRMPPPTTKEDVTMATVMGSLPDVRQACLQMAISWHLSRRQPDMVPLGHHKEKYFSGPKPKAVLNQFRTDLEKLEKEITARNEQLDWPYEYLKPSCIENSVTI
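Lipoxygenase turnover measured by absorbance at 573 and 405 nm after Fe-XO development. Human 12hLO 150 nM, arachidonate 40 uM, pH 7.0 Hepes buffer with detergent; 15 min compound preincubation, 30 min reaction.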
An asterisk follows results filed as active; ? = inconclusive; . = not tested or not shown; & = joins results of further samples; [ ] = dose if it differs, or a comment. Unless noted, calls come from the whole dose curve; as a rule, active = well fitted curve in the direction sought with a large enough effect; inconclusive = small, poorly fitted or top-dose-only effect, or another doubt; inactive = no such curve, though single readings can be large; an effect the other way counts as inactive or inconclusive. Unless noted, % is set by controls: 0 for no effect and ±100 for the full control effect.

SMILES | 15-hLO-2 inh | IMPase cell inh | PNC inhibitor | ALOX12 inhib
O=C(OCC(=O)N1CCCCC1)c1cc(NS(=O)(=O)c2ccc(Cl)c([N+](=O)[O-])c2)ccc1O | . | -10 | -2 | 0%
CC(C)c1nnc(NC(=O)C2c3ccccc3Oc3ccccc32)s1 | -7% | 15 | -21 | -9%
COC(=O)c1sc(S(=O)(=O)NCc2ccccc2)c(C(=O)OC)c1C | -5% | 9 | 3 | -11%
O=C(NCCCn1ccnc1)C1c2ccccc2Oc2ccccc21 | 32%[activator] | 13 | 33 | -2%
Cc1cc(C)c2c(N)c(C(=O)NCC3CCCCC3)sc2n1 | -11% | -4 | 24 | -8%
CCOc1ccc2nc(NC(=O)C3CCN(c4cnccn4)CC3)sc2c1 | 10% | 2 | 1 | -9%
NC(=O)C1=CN([C@@H]2O[C@@H](COP(=O)(O)OP(=O)(O)OC[C@@H]3O[C@H](n4cnc5c(N)ncnc54)[C@@H](OP(=O)(O)O)[C@@H]3O)[C@H](O)[C@@H]2O)C=CC1 | 15% | 5 | . | ?
O=C(c1cc2cc(Cl)ccc2oc1=O)N1CCOCC1 | -3% | -4 | 29 | 3%
Cc1cc(=O)[nH]c(/N=C(\N)Nc2cccc3ccccc23)n1 | 14% | 0 | -19 | -2%
CC1Cc2ccccc2N1CC(=O)Nc1ccc2c(c1)OC(F)(F)O2 (stereo unspecified) | -2% | 1 | -18 | 7%
Cc1ccc(Cn2c(SCCN3CCCCC3)nc3c2c(=O)n(C)c(=O)n3C)cc1 | -4% | 6 | -26 | -3%
CCOc1ccccc1NC(=O)CCc1ccc(C)o1 | 7% | 8 | ? | 2%
CCN(CC)Cc1csc(C(N)=O)c1 | 7% | 8 | -25 | 4%
CCCn1c(N2CCC(Cc3ccccc3)CC2)nc2c1c(=O)[nH]c(=O)n2C | -13% | 3 | -19 | -16%
COc1cccc(/C=N/c2oc(-c3ccccc3)cc2C#N)c1O | 40%[activator][11.4 µM] | 0[1.84 µM] | ? | -1%
COC(=O)c1ccc2c(=O)n(Cc3ccc(C(=O)NC4CCCC4)cc3)c(=S)[nH]c2c1 | . | -5 | 41 | 1%
COC(=O)c1c(-c2cc(OC)c(OC)c(OC)c2)c2ccnc(OCc3ncccn3)c2c(=O)n1Cc1ccnc(C)c1 | 13%&3% | 1&0 | . | -6%&-6%
CCOc1ccccc1NC(=S)N1CCC(c2nc3ccccc3o2)CC1 | . | . | -27 | -8%
COCC(=O)N(Cc1cc2ccccc2[nH]c1=O)c1ccccc1OC | 0% | 1 | -20 | -3%
COc1ccc(C(=O)c2oc3ccc(OC)cc3c2N)cc1 | . | -14 | 13 | -13%
COc1ccc(CN(CCCN2CCOCC2)C(=O)Nc2ccccc2)cc1OC | 11% | -6 | ? | 2%
CCc1ccc(NC(=O)C(=O)NNC(=O)COc2cccc(OC)c2)cc1 | . | . | -5 | 0%
O=C(COC(=O)c1ccc(S(=O)(=O)NCc2ccco2)cc1)c1ccccc1 | . | 3 | -10 | 3%
COc1cc(C2c3c(oc4cc(C)c(C)cc4c3=O)C(=O)N2c2cc(C)ccn2)ccc1O (stereo unspecified) | -13% | -1 | 32 | 1%
C/C(N)=C(/C#N)C(=O)CSc1nc2cc(Cl)ccc2s1 | -6%[11.4 µM] | 6[1.84 µM] | ? | -3%
COC(=O)c1ccccc1NC(=O)C(CCS(C)(=O)=O)NC(C)=O (stereo unspecified) | 1% | 5 | 25 | -9%
COc1cc(OC)cc(C(=O)OCc2cc3ccccc3[nH]c2=O)c1 | 28% | 4 | 15 | -6%
COc1ccc(CNC(=O)c2c(O)c3cccc4c3n(c2=O)CCC4)cc1OC | 10% | 4 | ? | -9%
Cc1ccc(C2CC(c3ccco3)n3nc(N)nc3N2)cc1 (stereo unspecified) | 30%[activator] | -5 | ? | 0%
O=C(/C=C/c1ccccc1Cl)N1CCN(c2ncccn2)CC1 | . | . | ? | 2%
O=C(NCCc1ccccc1)c1ccc([N+](=O)[O-])cc1 | 7% | 2 | 66 | 0%
O=C(c1ccc(Cn2cc(Br)cn2)o1)N1N=C(C(F)F)CC1(O)C(F)F (stereo unspecified) | -1% | -1 | ? | -10%
Cc1c(-c2cccs2)[n+](=O)c2c(n1[O-])CCCC2 | . | 5 | -100* | 0%
CCOC(=O)c1c(-c2cccs2)csc1NC(=O)CCCC(=O)O | -9% | ? | 98 | 2%
CC(N=c1ccccn1C(=O)Nc1cccc(C(F)(F)F)c1)c1ccco1 (stereo unspecified) | 5% | 2 | -15 | -9%
COCCSc1ccccc1C(=O)Nc1nncs1 | -23% | -5 | ? | -3%
CC(C)(C)c1ccc(OCC(O)CSc2ncn[nH]2)cc1 (stereo unspecified) | 18% | -1 | 44 | 11%
Cc1cc(C)n(-c2nc3ccccc3nc2N2CCOCC2)n1 | . | . | 26 | -1%
CC(C)(CO)NCc1cccc(OCc2ccc(Cl)cc2)c1 | . | . | 22 | 5%
Nc1ncn(C(=O)c2ccco2)n1 | 21% | 7 | 51 | 0%

18 structures already listed, ordered by molecular weight, low to high:
SMILES | 15-hLO-2 inh | IMPase cell inh | PNC inhibitor | ALOX12 inhib
Nc1ncn(C(=O)c2ccco2)n1 | 21% | 7 | 51 | 0%
O=C(NCCc1ccccc1)c1ccc([N+](=O)[O-])cc1 | 7% | 2 | 66 | 0%
Cc1ccc(C2CC(c3ccco3)n3nc(N)nc3N2)cc1 (stereo unspecified) | 30%[activator] | -5 | ? | 0%
COc1ccc(C(=O)c2oc3ccc(OC)cc3c2N)cc1 | . | -14 | 13 | -13%
CC(C)(C)c1ccc(OCC(O)CSc2ncn[nH]2)cc1 (stereo unspecified) | 18% | -1 | 44 | 11%
Cc1cc(C)n(-c2nc3ccccc3nc2N2CCOCC2)n1 | . | . | 26 | -1%
CC(C)(CO)NCc1cccc(OCc2ccc(Cl)cc2)c1 | . | . | 22 | 5%
C/C(N)=C(/C#N)C(=O)CSc1nc2cc(Cl)ccc2s1 | -6%[11.4 µM] | 6[1.84 µM] | ? | -3%
O=C(/C=C/c1ccccc1Cl)N1CCN(c2ncccn2)CC1 | . | . | ? | 2%
COc1cc(OC)cc(C(=O)OCc2cc3ccccc3[nH]c2=O)c1 | 28% | 4 | 15 | -6%
COC(=O)c1ccccc1NC(=O)C(CCS(C)(=O)=O)NC(C)=O (stereo unspecified) | 1% | 5 | 25 | -9%
CCOC(=O)c1c(-c2cccs2)csc1NC(=O)CCCC(=O)O | -9% | ? | 98 | 2%
CCc1ccc(NC(=O)C(=O)NNC(=O)COc2cccc(OC)c2)cc1 | . | . | -5 | 0%
CC(N=c1ccccn1C(=O)Nc1cccc(C(F)(F)F)c1)c1ccco1 (stereo unspecified) | 5% | 2 | -15 | -9%
COc1ccc(CNC(=O)c2c(O)c3cccc4c3n(c2=O)CCC4)cc1OC | 10% | 4 | ? | -9%
O=C(COC(=O)c1ccc(S(=O)(=O)NCc2ccco2)cc1)c1ccccc1 | . | 3 | -10 | 3%
COc1ccc(CN(CCCN2CCOCC2)C(=O)Nc2ccccc2)cc1OC | 11% | -6 | ? | 2%
COc1cc(C2c3c(oc4cc(C)c(C)cc4c3=O)C(=O)N2c2cc(C)ccn2)ccc1O (stereo unspecified) | -13% | -1 | 32 | 1%

Going on with the list:
SMILES | 15-hLO-2 inh | IMPase cell inh | PNC inhibitor | ALOX12 inhib
S=C1NCCc2ccc(Cl)cc2C1c1ccccc1 (stereo unspecified) | . | -4 | -18 | ?
O=C1C=CC(=O)c2c(O)c(Cl)c(Cl)c(O)c21 | 0% | . | . | ?
CCOC(=O)NC(=O)CSc1nnnn1-c1ccccc1 | -1% | 12 | 9 | 1%
COc1cccc(C2C(C(C)=O)=C(O)C(=O)N2Cc2ccco2)c1 (stereo unspecified) | 29% | -14 | 30 | 8%
Cc1cc(Cl)ccc1OCCCC(=O)N1CCOCC1 | 13% | -8 | ? | -9%
O=C(NCc1cccs1)C1CCN(S(=O)(=O)N2CCCC2)CC1 | -13% | 2 | 8 | 1%
COc1ccc(C2C(Oc3ccccc3)C(=O)N2c2cc(C)ccc2C)cc1OC (stereo unspecified) | -15% | 3 | -89* | -1%
COc1ccc(CCNC(=O)C2CCN(Cc3nc(-c4ccccc4F)oc3C)CC2)cc1OC | 25% | -6 | ? | -11%
O=C(NC1CCCCC1)c1ccc(S(=O)(=O)c2ccccc2Cl)c([N+](=O)[O-])c1 | . | . | -28 | 0%
CCN(CC)C(=O)CSC1=C(C#N)C(c2cccs2)C=C(C)N1 (stereo unspecified) | -24% | -22 | 29 | -7%
O=C(COc1ccccc1)NCCn1ccc2ccccc21 | . | -7 | 13 | -4%
CCCSC1=C(C#N)C(c2ccc(O)c(OC)c2)CC(=O)N1 (stereo unspecified) | -13% | 0 | 11 | -1%
CCOC(=O)c1nn(-c2ccccc2)c(=O)cc1SC(C)C | -7% | 13 | -11 | -3%
c1ccc2c(C[n+]3csc4ccccc43)cccc2c1 | . | 5 | 60 | -16%
Cc1ccccc1Nc1nc(N)nc(COC(=O)c2ccccc2)n1 | . | . | 28 | 1%
Nc1cc(=O)[nH]c(SCC(=O)Nc2ccc(F)c(Cl)c2)n1 | 5% | -8 | 14 | -9%
O=C(Cl)c1ccc([N+](=O)[O-])cc1 | -3% | . | . | -2%
O=C(Nc1ccccc1-c1nc2ccccc2s1)c1ccc(Br)o1 | -1% | -1 | -7 | -2%
CCn1c(SC(C)C)nnc1-c1c[nH]c2ccccc12 | 6% | 9 | -8 | -2%
O=C(Nc1cccnc1)C(Cc1ccccc1)n1cccc1 (stereo unspecified) | 1% | -4 | 56 | -1%
CC(C)N1C(=O)CC2(CC[N+](C)(CCOC(=O)C(c3ccccc3)c3ccccc3)CC2)C1=O (stereo unspecified) | ? | 7 | -27 | -5%
Cc1cc(C)nc(Nc2ncc(O)n2-c2ccc(C)c(C)c2)n1 | -4% | 4 | 11 | 13%
CCS(=O)(=O)N1CCN(C(=O)CCC2CCCC2)CC1 | . | 4 | 94 | 3%
Cc1ccc(NC(=O)COc2ccc(/C=C3/SC(=Nc4ccccc4)N(Cc4cccnc4)C3=O)cc2)cc1 | -14% | 4 | -14 | 0%
c1ccc2c(c1)CCCc1cc(NCCN3CCOCC3)nnc1-2 | 25%[25.6 µM] | -2[20.6 µM] | . | 2%[25.6 µM]
CCOC(=O)N1C=CC=C[C@@H]2[C@@H](N3C(=O)c4ccccc4C3=O)C(=O)N21 | . | . | ? | 2%
COc1ccc(NS(=O)(=O)c2cc(NC(=O)c3cnc(C)cn3)ccc2N2CCCC2)cc1 | . | . | 149 | 3%
COc1ccc(C2C(C(=O)c3ccccc3)=C(C)Nc3nc4ccccc4n32)cc1OC (stereo unspecified) | . | . | 4 | 1%
O=C(CSc1ncnc2c1oc1ccccc12)Nc1ccccc1F | -3% | -7 | 12 | -3%
N#Cc1c(-n2ccnc2)cccc1-n1ccnc1 | 9% | 7 | -8 | 0%
CC(=O)OCCSc1c(-c2ccccc2)c2cc(Cl)ccc2[nH]c1=O | . | -1 | ? | -4%
CCOc1ccc2c(c1)c(N=NC(=N)N)c(O)n2C | . | 13 | ? | 0%
COc1cccc(C(=O)N2CCN(CCCc3ccccc3)CC2)c1OC | -3% | -1 | ? | -11%
CC(C)(C)C(=O)c1sc2nc(-c3cccs3)cc(C(F)(F)F)c2c1N | 14% | -11 | 4 | -17%
O=C(O)c1cc2nc(-c3ccccc3)cc(C(F)(F)F)n2n1 | -10% | 11 | -3 | 0%
CC1(C)OC2OC(COC(=O)c3ccc([N+](=O)[O-])cc3)C3OC(C)(C)OC3C2O1 (stereo unspecified) | . | . | 3 | 0%

Assay outcomes from PubChem.

An excerpt (hit frequency here may not be typical).
